MEKK2mut PB1 HTS: MEK5 binding signal on mutant MEKK2 PB1, primary screen, biochemical, multiplex bead flow cytometry, Alexa488-MEK5. Alexa488-MEK5 binding to MEKK2 mutant. percent response, % at 10 µM. 0.35% of 290,000 active. AID 1530, 2009; in the data active = percent response above about 24%, passing the limit was not always enough; note: inactives centre near 1; some results filed as inactive read as strong as hits; reference of the scale not given here
GPR7 antagonist: GPR7 receptor antagonists, primary screen, cell-based, fluorescence, single concentration. AID 1861, 2009. Neuropeptides B/W receptor type 1 (Homo sapiens), P48145. GPR7-expressing cells, fluorescence antagonist assay. 1.1% of 290,000 active. inhibition, % at 4.4 µM; in the data active = inhibition above about 16%, passing the limit was not always enough;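 note: cells stimulated with the agonist NPW; 0% = agonist with vehicle and 100% = vehicle without agonist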
V1R ag counter: agonists of human V1a receptor, primary screen, counter-screen for OXTR agonist project, fluorescence, CHO-V1R cells; AID 2797, 2010; 0.25% of 320,000 active; Fluo-8 calcium fluorescence, agonist mode; 0% DMSO, 100% 3 nM vasopressin; activation, % at 3 µM;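 active = activation above the mean activation of all tested compounds plus 3 SD, per screening run, cut at about 20% in these data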;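 note: signal is peak over basal fluorescence ratio across a 100 second FLIPR read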
Target sequence (P37288 whole entry, looked up): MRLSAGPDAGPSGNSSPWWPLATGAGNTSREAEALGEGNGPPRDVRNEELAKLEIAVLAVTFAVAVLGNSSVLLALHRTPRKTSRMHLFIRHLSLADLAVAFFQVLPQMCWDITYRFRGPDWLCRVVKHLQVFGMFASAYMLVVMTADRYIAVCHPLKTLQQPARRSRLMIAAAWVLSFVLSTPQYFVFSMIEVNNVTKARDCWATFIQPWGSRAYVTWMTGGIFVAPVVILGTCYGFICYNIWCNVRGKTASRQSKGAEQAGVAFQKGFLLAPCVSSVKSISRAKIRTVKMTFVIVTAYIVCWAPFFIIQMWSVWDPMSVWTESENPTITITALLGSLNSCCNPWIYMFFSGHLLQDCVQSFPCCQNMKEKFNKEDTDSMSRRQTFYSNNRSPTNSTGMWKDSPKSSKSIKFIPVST
OXTR ag: human OXTR agonists, primary screen, fluorescence, CHO-OTR cells, Fluo-8 calcium | Oxytocin receptor (Homo sapiens), P30559 | Fluo-8 calcium fluorescence; normalized: DMSO 0%, oxytocin 100% | activation, % at 3 µM | 0.32% of 320,000 active;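 active = activation above the mean of all tested compounds plus 3 SD, cutoff set per screening run, cut at about 20% in these data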;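 note: peak over basal fluorescence ratio from a 100 s FLIPR kinetic read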
MEKK3 PB1 HTS: modulators of MEKK3-MEK5 PB1 binding, primary screen, biochemical, wildtype MEKK3, multiplex bead flow cytometry, Alexa488-MEK5; AID 1529, 2009; 1.4% of 290,000 active; bead-based flow cytometry, Alexa488-MEK5 binding to MEKK3; actives lie on both sides; 0 = blocked by unlabeled MEK5, 100 = vehicle; Mitogen-activated protein kinase kinase kinase 3 (Homo sapiens), Q99759; binding response (% of control), % at 10 µM;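 active = binding response more than 3 SD above or below the average of its plate-row segment, actives on both sides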;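 note: Alexa488 bead fluorescence after subtracting the streptavidin-only scavenger bead signal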
Target sequence (Q99759 whole entry, looked up): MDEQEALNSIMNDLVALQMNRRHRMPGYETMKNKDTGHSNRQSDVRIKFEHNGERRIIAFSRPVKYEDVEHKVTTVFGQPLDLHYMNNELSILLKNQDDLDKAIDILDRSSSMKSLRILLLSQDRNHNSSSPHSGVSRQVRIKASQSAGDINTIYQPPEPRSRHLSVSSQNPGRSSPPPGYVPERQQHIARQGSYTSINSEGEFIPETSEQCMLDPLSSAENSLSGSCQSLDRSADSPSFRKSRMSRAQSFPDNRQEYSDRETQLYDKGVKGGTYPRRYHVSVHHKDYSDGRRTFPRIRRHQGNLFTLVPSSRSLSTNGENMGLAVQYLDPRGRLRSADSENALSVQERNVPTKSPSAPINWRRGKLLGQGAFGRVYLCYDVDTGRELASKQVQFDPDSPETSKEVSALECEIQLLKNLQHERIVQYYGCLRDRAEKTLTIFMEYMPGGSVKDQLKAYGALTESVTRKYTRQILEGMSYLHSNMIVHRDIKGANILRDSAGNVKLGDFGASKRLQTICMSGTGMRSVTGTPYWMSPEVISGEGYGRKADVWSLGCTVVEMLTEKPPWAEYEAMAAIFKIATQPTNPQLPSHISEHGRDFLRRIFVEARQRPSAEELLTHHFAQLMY
PHOSPHO1 inh: PubChem AID 1565 | recombinant PHOSPHO1, absorbance phosphatase assay | inhibition, % at 13.3 µM | Phosphoethanolamine/phosphocholine phosphatase (Homo sapiens), Q8TCT1 | 1.1% of 290,000 active; in the data active = inhibition above about 60%
NALP1 inh: NALP1 inflammasome inhibitors in reconstituted yeast, colorimetric, S. cerevisiae, triplicate retest. S. cerevisiae NALP1/ASC/caspase-1 growth, X-gal OD620, 72 h. inhibition, % at 10 µM. 0.61% of 280,000 active; in the data active = inhibition mostly above about 24%, no sharp cut-off; inactive = mostly below about 32%; note: some compounds called inactive have numbers as strong as hits
MEKK2 WT-MEK5: modulators of MEK5 binding to wildtype MEKK2, primary screen, biochemical, multiplex bead flow cytometry, Alexa488-MEK5; Mitogen-activated protein kinase kinase kinase 2 (Homo sapiens), Q9Y2U5; Alexa488-MEK5 binding to MEKK2 WT; actives lie on both sides; binding response (% of control), % at 10 µM; 1.1% of 290,000 active; AID 1531, 2009; in the data active = binding response below about 67% or above about 130%
GalR3 antagonist: GalR3 antagonists in HEK293 cells, primary screen, cell-based, fluorescence readout | 0.44% of 360,000 active | inhibition, % at 3 µM | Galanin receptor type 3 (Homo sapiens), O60755 | AID 651719, 2012 | HEK293 GalR3-CNG cAMP membrane potential fluorescence; galR3 body fused to GalR1 C-terminus;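 active = inhibition above the screen-wide average plus 3 SD, cut at about 13% in these data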;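 note: forskolin and galanin both at EC90 stimulate the cells; cAMP rise reported by CNG channel membrane potential dye signal; 0% = forskolin plus galanin with DMSO and 100% = forskolin alone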
An asterisk follows results filed as active; / = not tested or not shown.

#	mol	MEKK2mut PB1 HTS	GPR7 antagonist	V1R ag counter	OXTR ag	MEKK3 PB1 HTS	PHOSPHO1 inh	NALP1 inh	MEKK2 WT-MEK5	GalR3 antagonist
1	COc1ccc2nc(NC(=S)NC(=O)c3ccco3)sc2c1	9.0	3.7	0.9	-0.3	104.0	1.8	12.0	110.0	-3.8
2	CS(=O)(=O)N1CCN(c2cnn(-c3ccccc3)c(=O)c2Cl)CC1	6.0	-4.1	1.1	1.1	101.0	-3.4	2.9	99.0	4.9
3	Cc1cc(C(=O)CCl)c(C)n1CCc1ccc(Cl)cc1	-6.0	4.2	-1.5	-2.1	97.0	-17.9	-7.5	97.0	-7.8
4	C/C(=N\OCC(=O)Nc1ccccc1Br)c1cccs1	-2.0	-8.1	-0.4	-2.2	101.0	-2.1	-5.3	96.0	-1.6
5	COc1cccc(CNC(=O)CN2CCC(c3nc4ccc(C)cc4[nH]3)CC2)c1	0.0	-5.1	-1.4	-1.7	104.0	-24.5	7.6	101.0	-4.2
6	CCCNC(=S)N(Cc1cc2cc(C)ccc2n2nnnc12)CC(C)(C)CN(C)C	14.0	-20.9	-0.1	-0.3	107.0	/	11.2	117.0	-8.9
7	COCCn1c(=O)[nH]c2cc(C(=O)NCCN3CCN(c4cccc(Cl)c4)CC3)ccc2c1=O	6.0	-2.6	0.2	-1.7	99.0	-10.8	10.8	106.0	-3.1
8	Cc1cc(C)cc(OCC(=O)NC2=NCCS2)c1	-2.0	-4.2	0.9	0.1	91.0	29.0	-1.5	90.0	-2.4
9	Cc1ccc(C(=O)N(CC(C)C)c2nc3ccccc3s2)o1	-1.0	-29.6	-1.5	-1.2	97.0	37.1	6.6	99.0	-4.9
10	O=C(O)C1C2C=CC(C2)C1C(=O)Nc1cccc(C(F)(F)F)c1 (configuration not stated)	4.0	-1.5	-0.1	-0.5	105.0	-13.0	4.9	107.0	-7.4
11	CC1(c2cccc(Br)c2)NC(=O)N(CC(=O)Nc2cccnc2Cl)C1=O (configuration not stated)	3.0	-13.3	4.8	1.0	96.0	52.8	5.3	100.0	1.5
12	CCN(CC)C(=O)Cn1c(=O)c2ccccc2n2c(=S)sc(-c3cccc(C)c3)c12	-6.0	-1.5	-0.2	0.3	95.0	3.6	28.9	79.0	-2.9
13	CC(=O)CSc1nsc(SCC(C)=O)c1C#N	4.0	-14.8	-0.3	0.1	105.0	1.5	-40.3	102.0	-3.5
14	CCOC(=O)/C(C#N)=C\c1ccc(OCC(=O)Nc2ccc(C)cc2C)c(OC)c1	-4.0	-11.4	5.8	0.6	93.0	23.5	2.2	98.0	-3.0
15	Oc1ccc(-n2cccc2/C=N/n2cnnc2)cc1	1.0	2.4	1.3	0.7	100.0	32.8	3.9	83.0	-2.6
16	O=C1c2[nH]nc(-c3ccccc3O)c2C(c2ccccc2)N1Cc1ccco1 (configuration not stated)	-9.0	-16.9	-0.1	-1.6	101.0	-3.4	31.0	92.0	-4.4
17	COc1ccc(-c2csc(NC(=O)c3ccccc3S(C)(=O)=O)n2)cc1	-1.0	-1.9	2.1	3.4	105.0	-76.8	-4.8	101.0	2.4
18	CCN(C(=O)Cn1c(=O)n(Cc2ccccc2)c(=O)c2ccccc21)c1cccc(C)c1	-8.0	1.2	-0.6	0.6	104.0	-2.1	15.2	93.0	-6.5
19	COC(=O)N1C(=O)[C@](c2ccccc2)(C(C)C)N1C(=O)OC	-7.0	-2.5	0.6	-0.7	100.0	15.1	18.4	93.0	-1.5
20	O=S(=O)(NCc1ccccc1)c1ccc(S(=O)(=O)NCC2CCCO2)cc1 (configuration not stated)	-12.0	12.6	1.4	1.3	84.0	40.8	-5.2	80.0	-1.6
21	COC(=O)C1OC2(OC1C(=O)OC)c1ccccc1-c1ccccc12 (configuration not stated)	16.0	-10.5	-0.5	-0.9	109.0	-1.1	10.1	105.0	-1.2
22	Cc1cc2ncc(-c3cccs3)nc2cc1C	3.0	-12.5	/	/	106.0	35.1	12.0	108.0	-8.9
23	CC(=O)c1ccc(NC(=O)CCc2c(C)nc3ncnn3c2C)cc1	1.0	-6.4	/	/	94.0	-3.3	16.0	100.0	-5.0
24	O=C(c1cccc2ccccc12)N1CCCCC1	5.0	0.5	-0.6	-0.4	114.0	/	/	113.0	-2.1
25	CCc1ccc(N2C(=O)C3ON(c4ccccc4)C(c4ccco4)C3C2=O)cc1 (configuration not stated)	5.0	31.8	3.2	0.3	102.0	15.5	8.2	104.0	-5.6

Additional entries.
#	mol	MEKK2mut PB1 HTS	GPR7 antagonist	V1R ag counter	OXTR ag	MEKK3 PB1 HTS	PHOSPHO1 inh	NALP1 inh	MEKK2 WT-MEK5	GalR3 antagonist
26	Cc1ccsc1C(=O)OCC(=O)N1CCN(C(=O)c2ccco2)CC1	-6.0	-6.8	0.9	0.3	106.0	62.9*	7.8	96.0	-3.9
27	O=C(C1CCN(Cc2ccc(F)cc2)CC1)N(CCc1ccccc1)Cc1ccccc1	2.0	8.5	-1.0	-1.6	122.0	-6.4	33.7	113.0	-5.0
28	CCc1cc2c(=O)c(-c3nc4ccccc4n3C)coc2c(CN2CCCC(C)C2)c1O (configuration not stated)	7.0	-19.8	-0.7	-2.1	100.0	46.6	-9.1	102.0	-9.7
29	NC(=O)c1cc2ccccc2o/c1=N\NC(=O)c1ccccc1O	8.0	1.0	1.7	-0.2	109.0	13.4	13.8	109.0	-9.8
30	Cc1cc(C)c2nc(NC(=O)c3ccc([N+](=O)[O-])o3)sc2c1	2.0	-17.0	0.6	1.1	104.0	3.1	25.6	109.0	-2.6
31	Cn1cc2c(=O)n(/N=C/c3ccccc3)cnc2n1	-2.0	9.1	0.6	-0.1	100.0	-7.8	35.3	97.0	-2.7
32	COc1ccccc1-n1c(SC)nc(O)cc1=O	14.0	-2.6	0.7	-0.2	113.0	-21.0	4.0	112.0	2.6
33	COc1cc(Br)cc2cc(C(=O)N3CCN(c4ccccn4)CC3)c(=O)oc12	-2.0	-4.2	0.2	-1.6	96.0	8.2	11.9	95.0	-3.1
34	O=C(CSCc1ccc(F)cc1)NCc1ccc2c(c1)OCO2	-6.0	8.8	-1.5	-1.4	94.0	52.7	13.0	95.0	-3.6
35	O=c1c2cc(-c3ccccc3)sc2nc2n1N=C(c1ccccc1)CS2	-12.0	-3.1	-0.7	0.9	99.0	-18.3	6.2	74.0	-3.6
36	N#CC(C(=O)C1CCCCC1)c1nc2ccccc2[nH]1 (configuration not stated)	10.0	-16.8	1.6	0.1	114.0	3.6	-1.7	110.0	-4.4
37	O=C(Nc1cccc(Cl)c1N1CCCCC1)c1ccc2c(c1)OCCO2	1.0	-18.3	0.8	0.1	97.0	7.3	10.3	99.0	3.8
38	CCOC(=O)c1ccc(NC(=O)c2cccc(S(=O)(=O)N3CCN(C(C)=O)CC3)c2)cc1	1.0	-16.8	-1.7	-1.7	103.0	23.3	8.3	97.0	-9.9
39	Nn1c(SCC(=O)Nc2cccc(F)c2)nnc1C1CCCCC1	-2.0	-5.5	-0.2	-2.0	99.0	24.9	13.3	98.0	-3.1
40	CCOc1ccccc1Nc1nnc(SC(C)C(=O)Nc2nc(-c3ccccc3)cs2)s1 (configuration not stated)	-2.0	-12.1	1.6	8.0	97.0	-2.0	15.8	94.0	1.4
41	CCNC(=O)c1nc[nH]c1C(=O)NCC	16.0	2.1	0.2	-0.6	114.0	2.8	-5.3	113.0	2.1
42	Clc1c(CSc2nc3ccccc3o2)nc2ccccn12	/	11.4	0.8	-1.0	/	-38.1	8.0	/	-4.1
43	Cc1ccc(C(=O)N(C)c2nnc(-c3ccncc3)s2)cc1	-3.0	-3.5	2.0	4.1	102.0	45.5	6.3	91.0	-4.0
44	CCn1c(SCC(=O)Nc2cc(NC(C)=O)ccc2OC)nnc1-c1ccccn1	1.0	-4.2	-1.1	-0.9	95.0	12.7	-5.0	94.0	-6.0
45	CCOCCn1cnc2sc(C(=O)Nc3nc(C)c(C(=O)OCC)s3)c(C)c2c1=O	3.0	-5.8	1.1	-0.2	99.0	7.2	6.2	101.0	/
46	COc1cc(CO)c(Br)cc1OCC(=O)Nc1ccccc1C	-2.0	-4.0	0.0	1.1	108.0	3.5	-17.7	104.0	0.5
47	COc1ccccc1N1CCN(S(=O)(=O)c2ccc3c(c2)NC(=O)C(C)S3)CC1 (configuration not stated)	-1.0	11.9	6.9	3.5	99.0	26.1	7.9	97.0	-9.2
48	Cn1c(=O)[nH]c(=O)c2c1nc(NC1CCCCC1)n2CC(=O)NC1CCCCC1	7.0	4.8	/	/	101.0	0.1	3.1	104.0	/
49	COc1ccccc1NS(=O)(=O)c1cc(N)ccc1N1CCCCC1	4.0	11.1	-1.4	-2.5	104.0	20.6	1.9	102.0	-10.3
50	COc1ccc(C(=O)N/C(=C/c2cccs2)c2nc3ccccc3[nH]2)cc1OC	1.0	-1.9	0.9	-0.2	99.0	-2.0	25.3	99.0	2.9
51	Cc1cc(NC(=O)C2CCCC2)nc2c1c(=O)oc1ccccc12	1.0	-12.6	-0.8	-1.8	103.0	-6.8	13.0	94.0	-3.4
52	CCOc1ccc(C(=O)Nc2cc(-c3nc4ccccc4[nH]3)ccc2Cl)cc1[N+](=O)[O-]	5.0	-11.0	-0.4	0.0	108.0	-22.0	55.6*	104.0	1.9

9 of these compounds in a different format.
(41) CCNC(=O)c1nc[nH]c1C(=O)NCC
(42) Clc1c(CSc2nc3ccccc3o2)nc2ccccn12
(43) Cc1ccc(C(=O)N(C)c2nnc(-c3ccncc3)s2)cc1
(44) CCn1c(SCC(=O)Nc2cc(NC(C)=O)ccc2OC)nnc1-c1ccccn1
(45) CCOCCn1cnc2sc(C(=O)Nc3nc(C)c(C(=O)OCC)s3)c(C)c2c1=O
(46) COc1cc(CO)c(Br)cc1OCC(=O)Nc1ccccc1C
(47) COc1ccccc1N1CCN(S(=O)(=O)c2ccc3c(c2)NC(=O)C(C)S3)CC1 (configuration not stated)
(48) Cn1c(=O)[nH]c(=O)c2c1nc(NC1CCCCC1)n2CC(=O)NC1CCCCC1
(49) COc1ccccc1NS(=O)(=O)c1cc(N)ccc1N1CCCCC1
assay / compound,41,42,43,44,45,46,47,48,49
MEKK2mut PB1 HTS,16.0,/,-3.0,1.0,3.0,-2.0,-1.0,7.0,4.0
GPR7 antagonist,2.1,11.4,-3.5,-4.2,-5.8,-4.0,11.9,4.8,11.1
V1R ag counter,0.2,0.8,2.0,-1.1,1.1,0.0,6.9,/,-1.4
OXTR ag,-0.6,-1.0,4.1,-0.9,-0.2,1.1,3.5,/,-2.5
MEKK3 PB1 HTS,114.0,/,102.0,95.0,99.0,108.0,99.0,101.0,104.0
PHOSPHO1 inh,2.8,-38.1,45.5,12.7,7.2,3.5,26.1,0.1,20.6
NALP1 inh,-5.3,8.0,6.3,-5.0,6.2,-17.7,7.9,3.1,1.9
MEKK2 WT-MEK5,113.0,/,91.0,94.0,101.0,104.0,97.0,104.0,102.0
GalR3 antagonist,2.1,-4.1,-4.0,-6.0,/,0.5,-9.2,/,-10.3

Compound activity (PubChem BioAssay)
